IEC-6 cytotox: counter-screen for KLF5 inhibitors: cytotoxicity in IEC-6 cells. hit rate 0.78% among 290,000. inhibition, % at 5 µM. IEC-6 cytotoxicity, luminescence viability; in the data active means inhibition above about 22%;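 further: 0% = plate median of test compound wells and 100% = cytotoxic reference compound wells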
AI-2 QS mod: Vibrio harveyi AI-2 quorum sensing modulation; Vibrio harveyi JMH597 AI-2 luminescence/OD600 ratio, 9 h; stronger effect = lower value; strain lacks LuxN and CqsS sensors; 0 = neutral-control median; activity change, % at 7.5 µM; hit rate 0.4% among 300,000; AID 2094; in the data active means activity change below about -75%, passing the limit was not always enough; inconclusive means no clear call, values can overlap the other calls;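 further: luminescence divided by OD600 gain over 9 h not by final OD600 alone; inactives centre near 13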
HIF act: HIF pathway transcriptional activation; hit rate 0.32% among 300,000; activation, % at 7.5 µM (by protocol); U2OS HRE-luciferase reporter, luminescence; normalized: DMSO 0%, desferrioxamine 100%;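 active means mean activation of at least 10% of the iron chelator positive control signal, with at least half of replicates also reaching 10%; inconclusive means mean and replicate majority disagree about reaching 10%; inactive means mean and most replicates under 10%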
KLF5 inhibitor: suppresses KLF5 promoter-driven expression; DLD-1 KLF5 promoter-luciferase reporter, luminescence; inhibition, % at 5 µM; hit rate 0.23% among 290,000; AID 1700;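 active means inhibition above a per-plate limit of that plate's mean compound inhibition plus 3 SD, cut at about 60% in these data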;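 further: 0% = DMSO wells and 100% = LY294002 at 200 µM; higher means less KLF5 promoter-driven luciferase light; inactives centre near -14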
HSF1 inh: HSF1 inhibition; NIH3T3-HGL HSE-luciferase, MG132-induced, luminescence 8 h; stronger effect = lower value; activity change, negative = inhibition, % at 7.5 µM (by protocol); hit rate 0.77% among 300,000;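 active means more than half of replicate wells show activity change below -50%, luminescence cut by over half; inconclusive means some wells, but at most half, below -50%; inactive means no replicate well below -50%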;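 further: luciferase reports HSF-1 transcriptional activity via heat shock element; 0% = median of DMSO wells and -100% = zero luminescence signal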
HSF1 activator: increases HSF-1 driven luciferase reporter signal | NIH3T3-HGL HSF-1 luciferase reporter, MG132, 8 h; 100% = twice DMSO control signal | activation, % at 9 µM | hit rate 1.7% among 300,000 | AID 504408;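 active means mean replicate activation of at least 50% with a set share of replicates each reaching 50%; inconclusive means only one of those two conditions met; inactive means mean below 50% and too few replicates reaching it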;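 further: 0% = median of the neutral control wells and 100% = twice that signal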
HSP90 inh: blocks HSP90-mediated luciferase refolding in reticulocyte lysate; Rabbit reticulocyte lysate, luciferase refolding luminescence, 3 h; inhibition, % at 5.6 µM; hit rate 0.91% among 290,000; AID 1789;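 active means inhibition above the screen-wide mean plus 3 SD, computed separately per campaign, cut at about 16% in these data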;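 further: 0% = DMSO wells and 100% = 60 µM geldanamycin wells; inhibitors lower the luminescence because luciferase stays unfolded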
aSyn UTR inh: MLPCN primary screen, SNCA 5' untranslated region | hit rate 0.82% among 300,000 | inhibition, % (tested at 7.5 µM) | AID 1813 | alpha-synuclein 5'UTR reporter, inhibitor activity; in the data active means inhibition above about 60%; inconclusive means no clear call, values can overlap the other calls;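 further: H4 neuroglioblastoma cells stably carrying SNCA 5'UTR luciferase fusion; 0% = DMSO wells and 100% = positive control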
GSK3A inh: human GSK-3 alpha kinase inhibition; ADP-Glo luminescence, 60 min; inhibition, % at 10 µM; hit rate 0.1% among 320,000;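 in the data active means inhibition above about 50%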;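 further: GST-tagged GSK-3 alpha with peptide substrate and 25 µM ATP; 0% = DMSO neutral wells and 100% = GW8510 positive control wells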
Target sequence (P49840 whole entry, looked up): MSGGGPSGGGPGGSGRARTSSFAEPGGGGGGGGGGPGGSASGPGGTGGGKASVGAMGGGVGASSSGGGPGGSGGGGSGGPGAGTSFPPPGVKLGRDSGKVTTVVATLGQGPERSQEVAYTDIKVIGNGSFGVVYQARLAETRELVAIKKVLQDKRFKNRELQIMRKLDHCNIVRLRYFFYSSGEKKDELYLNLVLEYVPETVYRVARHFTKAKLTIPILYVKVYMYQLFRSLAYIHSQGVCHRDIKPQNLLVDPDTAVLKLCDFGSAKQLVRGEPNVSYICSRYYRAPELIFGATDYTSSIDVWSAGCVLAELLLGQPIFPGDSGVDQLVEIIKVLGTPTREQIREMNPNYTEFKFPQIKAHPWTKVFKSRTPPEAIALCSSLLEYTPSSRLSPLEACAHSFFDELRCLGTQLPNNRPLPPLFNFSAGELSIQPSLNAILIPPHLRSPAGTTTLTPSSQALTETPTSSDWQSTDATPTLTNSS
GSK3B inh: blocks human GSK3beta kinase activity. P49841. GST-GSK3beta kinase, ADP-Glo luminescence, 60 min; stronger effect = lower value. activity score (negative = inhibition), % at 10 µM. hit rate 0.038% among 300,000. AID 2097;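 active means more than half of replicate wells score below -50%, meaning over 50% inhibition versus plate controls; inconclusive means some replicates but at most half score below -50%; inactive means no replicate scores below -50%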;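 further: 0% = median DMSO wells and -100% = median GW8510 positive control wells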
Target sequence (P49841 whole entry, looked up): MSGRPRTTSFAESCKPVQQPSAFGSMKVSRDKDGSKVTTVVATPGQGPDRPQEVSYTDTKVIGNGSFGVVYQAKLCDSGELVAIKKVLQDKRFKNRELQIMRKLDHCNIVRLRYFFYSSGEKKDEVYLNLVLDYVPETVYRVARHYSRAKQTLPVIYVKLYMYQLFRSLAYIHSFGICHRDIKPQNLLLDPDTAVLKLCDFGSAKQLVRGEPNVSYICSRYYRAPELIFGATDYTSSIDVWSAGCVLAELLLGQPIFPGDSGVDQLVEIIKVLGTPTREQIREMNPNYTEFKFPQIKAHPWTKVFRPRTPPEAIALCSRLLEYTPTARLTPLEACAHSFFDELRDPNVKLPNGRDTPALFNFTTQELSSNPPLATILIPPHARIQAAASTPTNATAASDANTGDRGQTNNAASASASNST
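test system = GST-tagged human GSK3beta kinase, cell-free | reagent = 25 µM ATP with peptide substrate | dosing = one dose of 10 µM per compound | schedule = 60 min reaction, RT | detection = luminescent ADP-Glo measurement of ADP formed | control set = DMSO neutral wells and GW8510 at 20 µM as positive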
The depositor's hits bear a star; ? = inconclusive; / = not tested or not shown.

| smiles | IEC-6 cytotox | AI-2 QS mod | HIF act | KLF5 inhibitor | HSF1 inh | HSF1 activator | HSP90 inh | aSyn UTR inh | GSK3A inh | GSK3B inh |
| --- | --- | --- | --- | --- | --- | --- | --- | --- | --- | --- |
| CC1CCN(S(=O)(=O)c2ccc3[nH]c(=O)cc(C(=O)O)c3c2)CC1 | 3 | 25 | -0.2 | -2 | -4 | -3 | -1 | 15 | -4 | 2 |
| CC(N=Cc1cccc(O)c1O)c1ccccc1 (stereo unspecified) | -1 | 8 | -0.1 | -16 | 6 | 5 | 6 | 34 | 1 | 2 |
| COC(=O)CC(NS(=O)(=O)c1cccs1)c1ccccc1Cl (stereo unspecified) | -6 | -3 | -0.6 | -10 | -3 | 13 | 1 | 23 | -1 | -1 |
| CN(CC(=O)O/N=C(\N)c1ccc([N+](=O)[O-])cc1)S(=O)(=O)c1ccccc1 | -2 | 24 | -0.3 | -53 | -3 | 0 | 3 | -2 | -1 | 4 |
| O=C(C1CCN(S(=O)(=O)N2CCCCC2)CC1)N1CCCCC1 | -2 | 40 | -0.2 | -9 | -7 | 2 | 0 | 28 | -1 | -1 |
| Cc1ccccc1/C=C/c1nc2ccccc2c(=O)n1Cc1ccccc1 | -6 | 11 | -0.1 | 9 | 13 | 35 | 2 | 35 | -1 | 2 |
| COc1ccc(C(=S)N2CCN(c3ccccc3Cl)CC2)cc1OC | 3 | 7 | -1.1 | -4 | -5 | 21 | 2 | 25 | 0 | -1 |
| CC(=O)C[C@H]1c2ccccc2S(=O)(=O)N1C1CCCC1 | / | 3 | -0.1 | / | 5 | -15 | / | 2 | 1 | 0 |
| COc1ccc(C(=O)NCC(=O)N/N=C(\C)Cc2ccccc2)cc1 | -2 | 19 | -0.5 | -13 | -1 | 4 | 3 | 4 | -2 | 0 |
| CCCCc1ccc(NC(=O)Nc2cccnc2)cc1 | 8 | -14 | 2.6 | -80 | 15 | 33 | 6 | -102 | 1 | 2 |
| O=C(Cn1cnc2c(nnn2-c2ccccc2)c1=O)NCc1ccco1 | 0 | 5 | -0.1 | -27 | 0 | -16 | -1 | -9 | 0 | -4 |
| O=C1CCCc2ccccc2N1Cc1ccccc1 | -1 | 6 | -1.0 | -20 | 1 | 5 | -2 | 23 | -2 | 2 |
| Cc1csc(SCC(=O)Nc2sc3c(c2C#N)CCC3)n1 | -2 | 6 | 0.5 | -43 | 6 | 19 | -1 | -38 | -2 | 2 |
| Cc1ccc(NCc2nnc(SCC#N)o2)c(C)c1 | -2 | 26 | 0.2 | -12 | 3 | 5 | 2 | 5 | 0 | -2 |
| NC(=O)CC(NC(=O)Cc1ccc(Cl)cc1)c1ccc(NC2CCCCCCC2)c([N+](=O)[O-])c1 (stereo unspecified) | 2 | 23 | -0.6 | -1 | 4 | 12 | -1 | 9 | -2 | 3 |
| CCOC(=O)c1ccccc1NC(=O)C1CC(=O)N(C(C)(C)C)C1 (stereo unspecified) | 2 | 33 | -0.3 | -16 | 10 | 6 | 4 | 12 | 0 | 4 |
| CCOC(=O)C(C)Sc1ccc2nnc(CCNS(=O)(=O)c3ccccc3)n2n1 (stereo unspecified) | -9 | 30 | 0.5 | -9 | 0 | -8 | -1 | -2 | -2 | 4 |
| C=CCn1c(=O)c2c(nc3n2CC(C)CN3c2cccc(OC)c2)n(C)c1=O (stereo unspecified) | 2 | 29 | -0.3 | -3 | 1 | 20 | -2 | 27 | 0 | 2 |
| Cc1cccc(NC(=O)CSc2nccn2Cc2ccco2)c1 | 0 | 8 | 2.5 | -99 | 36 | 39 | -4 | -89 | -1 | 1 |
| O=C(O)C(c1ccccc1)N1CCCC1 (stereo unspecified) | -1 | 13 | 0.0 | 9 | -8 | -10 | -1 | -2 | 10 | -2 |
| CCn1c2ccccc2c2cc(NC(=O)Cc3ccc(S(=O)(=O)N4CCOCC4)s3)ccc21 | -2 | 2 | 1.0 | 5 | 15 | 7 | 2 | -22 | 2 | 1 |
| O=S1(=O)N=C(Nc2ccc(S(=O)(=O)N3CCCCC3)cc2)c2ccccc21 | 5 | 33 | 0.2 | 0 | -6 | -16 | 5 | 11 | -3 | -4 |
| Cc1nc2ccccc2c(=O)n1NC(=O)c1cccc([N+](=O)[O-])c1 | 4 | 18 | -0.2 | -12 | -8 | -6 | 3 | -13 | -1 | -4 |
| Cc1ccc(CN2CCC(=O)N2)cc1 | -4 | 6 | 0.5 | -32 | 0 | 31 | -3 | 11 | 0 | 0 |
| COc1ccc(Nc2ncnc3c2cnn3Cc2ccc(C)cc2)cc1 | -1 | -20 | 2.1 | -22 | -2 | 0 | 3 | 12 | -1 | -2 |
| Cc1cc(NC2CCCCC2)nc(N2CCOCC2)n1 | 1 | 27 | 0.1 | -9 | 3 | 4 | -1 | 3 | 0 | 0 |
| COc1cc(NC(=O)C(=O)Nc2ccc3nc4n(c(=O)c3c2)CCCCC4)cc(OC)c1OC | 9 | 20 | -1.4 | -1 | -8 | -7 | 12 | -13 | -2 | 0 |
| Cc1ccc(CN(C)C(=O)c2ccc(NS(=O)(=O)c3ccc4[nH]c(=O)[nH]c4c3)cc2)cc1 | / | 23 | -0.1 | / | -9 | -6 | / | -7 | -4 | -2 |
| COc1ccc(OC)c(NC(=O)C(=O)N/N=C/c2ccccc2[N+](=O)[O-])c1 | 3 | 24 | 0.1 | 10 | 3 | -17 | 1 | -36 | -3 | -1 |
| CN(C)c1cc[n+](CC[n+]2ccc(N(C)C)cc2)cc1 | / | 19 | 1.0 | / | 5 | -9 | / | 5 | -2 | 1 |
| O=C(c1ccc2c(c1)OCO2)N(Cc1cccs1)C1(C(=O)NC2CCCCC2)CCCCC1 | 7 | 29 | -0.1 | -1 | 4 | 4 | 1 | -9 | -2 | 1 |
| Cc1cccc(-c2c(O)cc(=O)[nH]c2Cl)c1 | 2 | 4 | -0.1 | -24 | -2 | 6 | -3 | -30 | -1 | 0 |
| COCCNC(=O)c1cc(Br)ccc1Cl | 4 | 6 | -0.7 | 3 | -6 | 2 | 5 | -2 | 0 | -4 |
| CCOc1ccc2nc(Cl)c(/C=C/C(=O)c3ccco3)cc2c1 | -10 | 27 | 1.5 | -41 | 1 | 3 | -2 | -18 | 2 | -5 |
| COCCNC(=S)NC12CC3CC(CC(C3)C1)C2 | -2 | 20 | -0.2 | -50 | -3 | 5 | 5 | -7 | 1 | -1 |
| Cc1ccccc1C1c2[nH]c3ccccc3c2C[C@H]2C(=O)N(c3ccccc3C(=O)NCCN3CCOCC3)C(=O)N12 (stereo partly specified) | -3 | -6 | -0.4 | 0 | 3 | -4 | -2 | 16 | -2 | 1 |
| Cc1ccc(NC(=O)Cn2cc(C(=O)C3CC3)c3ccccc32)cc1 | -8 | 2 | 1.0 | -31 | -6 | 0 | -1 | 1 | 1 | 1 |
| Cc1c(C(=O)NCc2ccccn2)sc2nc(-c3ccc(F)cc3)cn12 | 7 | 17 | 0.5 | 9 | -1 | 6 | 3 | -10 | -1 | -5 |
| CC(=O)NC(Cc1ccccc1C)C(=O)NC1CCN(c2ncccc2[N+](=O)[O-])CC1 (stereo unspecified) | -6 | 17 | -0.1 | -2 | -9 | -15 | 0 | 23 | / | -2 |
| COCCC(=O)N1CCCC(C(=O)c2ccc(C(F)(F)F)cc2)C1 (stereo unspecified) | -5 | 30 | 0.5 | -27 | 5 | -2 | -3 | 2 | -2 | 4 |
| COc1ccccc1-c1nc(-c2ccc(C)nc2OC)no1 | 0 | 0 | 5.3 | -115 | 15 | 15 | -7 | -114 | -2 | 0 |
| COC(=O)c1ccc(COc2cccnc2[N+](=O)[O-])cc1 | 6 | -1 | 0.2 | -47 | 8 | 7 | 10 | -29 | 1 | -1 |
| Cc1nn(CCCC(=O)Nc2cnn(Cc3ccc(F)cc3)c2)c(C)c1[N+](=O)[O-] | -18 | -7 | -0.2 | -11 | -2 | 10 | -6 | 4 | 0 | 2 |
| COc1ccc(-c2nnc3c4ccccc4c(C)nn23)cc1S(=O)(=O)N1CCN(CCO)CC1 | 3 | 10 | 0.2 | -28 | -9 | -10 | 2 | -43 | 0 | 5 |
| Cc1ccc(NCN2C(=O)C3CC=C(Cl)CC3C2=O)cc1 (stereo unspecified) | 1 | 21 | 1.1 | -18 | -16 | -10 | 8 | -2 | -1 | 1 |
| c1ccc2c(c1)nc1sccn12 | 3 | 3 | 0.6 | 5 | -2 | -2 | 3 | -4 | 0 | 3 |
| NCCCCCc1nnc(SCC(=O)c2ccc(Cl)cc2)o1 | 8 | 21 | 0.4 | -23 | 30 | 58* | 1 | 22 | -2 | -2 |
| CNC(=O)/C(=C/c1ccc2c(c1)OCO2)NC(=O)c1ccc(Br)cc1 | 6 | 11 | 0.0 | -16 | -2 | -9 | 0 | -11 | -1 | 2 |
| COc1ccc(C(=O)NCC(=O)OCC(=O)N2CCc3ccccc32)cc1 | 8 | 22 | 0.0 | -14 | -3 | 2 | 2 | 26 | 0 | -3 |
| CCc1ccc(S(=O)(=O)Nc2cc3c(cc2N2CCOCC2)n(C)c(=O)c(=O)n3C)cc1 | -5 | 0 | 0.3 | -26 | -4 | 10 | -5 | -1 | -4 | 1 |
| COc1ccc2c(C)cc(N3CCCCCC3)nc2c1 | -4 | 11 | 0.4 | -27 | 44 | ? | 0 | -44 | 1 | -2 |
| COc1cc(SC)ccc1C(=O)Nc1nccs1 | 5 | 21 | -0.7 | -44 | 17 | 57* | 16 | -6 | 1 | 2 |
| O=C(Cn1cnc2ccccc21)N/N=C/c1ccccc1 | 0 | -6 | -0.5 | -33 | -4 | -8 | 2 | -20 | -1 | -2 |
| COc1ccc2[nH]c(C)c(CCN3C(=O)C4CC=CCC4C3=O)c2c1 (stereo unspecified) | -2 | 8 | 0.0 | -47 | -1 | -2 | 0 | 30 | 0 | -1 |
| Cc1ccccc1-n1ncc2c1CC(C)(C)CC2NC(=O)C1=CC(=O)CC(C)(C)O1 (stereo unspecified) | -4 | 24 | -0.3 | -20 | -8 | -23 | -3 | 3 | -2 | -1 |
| O=C(CSc1nnc(Cn2c(=O)sc3ccccc32)n1-c1ccccc1)N1CCOCC1 | -5 | / | / | -35 | / | / | -1 | / | -1 | / |
| CC(=O)c1sc(NCc2ccc(C)cc2)nc1C | 4 | / | 2.5 | -103 | 49 | 65* | -1 | -168 | 0 | / |
| COc1ccc(NC(=O)/C(=C\c2ccncc2)NC(=O)c2ccccc2)cc1 | -12 | 7 | -0.1 | 1 | 3 | -1 | -2 | 2 | -2 | 0 |
| COc1ccc(N=C2SCC(=O)N2c2ccc(OC)cc2)cc1 | -1 | 13 | -0.2 | -17 | / | / | 2 | -3 | -1 | 0 |

High-throughput results: PubChem BioAssay, several laboratories

No enrichment for hits; about 4.7% have a hit in one of these screens.
